Assay outcomes deposited in PubChem by Milwaukee Institute for Drug Discovery.
Cy5 interf NS3h – counter-screen for HCV NS3 helicase inhibitors: fluorescence interference; Cy5-dT15 DNA with NS3h; actives lie on both sides; signal over control mean, under 1 quenches; fluorescence interference ratio at 100 µM; 6% of 16,000 active; AID 720488;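 active = compound fluorescence over control fluorescence at most 0.8, a quencher, or at least a set upper limit, an enhancer; inactive = ratio between 0.8 and the set upper limit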
HCV NS3h FP – blocks HCV NS3 helicase binding to DNA | 1.6% of 16,000 active | NS3h Cy5-dT15 DNA binding, fluorescence polarization | AID 687043 | inhibition, % at 100 µM;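 active = inhibition above the average over every tested compound plus 3 SD, cut at about 40% in these data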
* hit, by the source's call.

smiles	Cy5 interf NS3h	HCV NS3h FP
Oc1ccccc1C1=NOC(O)(C(F)(F)F)C1 (stereo not given)	0.954	-5.6
COc1cccc2c(Cl)cc(C)nc12	1.09	2.7
CCOC(=O)Cc1nnc(Nc2cc(C)ccc2C)c2ccccc12	0.932	7.0
COc1ccc(C(=O)Oc2cccc3c(OC)ccc(C=O)c23)cc1	1.09	6.3
CCOC(=O)c1c(-c2ccc(C)cc2C)csc1NC(=S)NC(=O)c1ccccc1	1.21*	3.9
Cc1ccc(SCC(=O)Nc2ccccc2)cc1	0.961	8.3
CCOc1ccc2nc(Nc3nc(C)cc(-c4ccccc4)n3)nc(C)c2c1	1.14	9.6
O=C1OC(/C=C/c2ccccc2)=NC/1=C/c1ccccc1	0.782*	20.4
O=C(Nc1ccccc1[N+](=O)[O-])c1cccc(N2C(=O)CCC2=O)c1	0.998	0.7
CC(=O)Nc1cccc(OC2=NS(=O)(=O)c3ccccc32)c1	1.06	0.3
O=C(NCC1CC2CC1C1CC21)C1C2C3C4CC5C3C5C4C12 (stereo not given)	1.05	-5.2
O=C(CCCN1C(=O)c2ccccc2C1=O)N(Cc1ccccc1)Cc1ccccc1	0.907	10.1
COc1c(Cl)cc(Cl)cc1/C=C(\C#N)c1nc2ccccc2[nH]1	1.03	2.4
CC(C)NCCN1CCn2c1nc1ccccc12	1.08	-1.9
Cc1ccc(C(=O)Nc2ccc3oc(-c4ccc(F)cc4Cl)nc3c2)cc1[N+](=O)[O-]	0.741*	6.2
Cn1c(=O)c2c(nc(SCC(=O)Nc3ccc(F)cc3)n2C)n(C)c1=O	1.02	7.4
O=C(O)c1cc(NC(=O)c2ccccc2-c2ccccc2C(=O)O)cc(C(=O)O)c1	1.04	3.7
COc1ccc(C=C2C(=O)c3ccccc3C2=O)c(OC)c1	0.95	5.5
COc1ccc(NC(=O)c2ccc(CN3CCc4ccccc4C3)cc2)c(OC)c1	1.09	8.2
CC1=C(C(=O)OC2CCCC2)C(c2coc3ccc(C)cc3c2=O)C2=C(CCCC2=O)N1 (stereo not given)	0.915	1.4
Cc1ccc(C23CC4CC(CC(O)(C4)C2)C3)cc1N=Cc1cc(Br)ccc1O	0.925	-3.0
Cc1[nH]c2ccc(Br)cc2c(=O)c1CCC(=O)O	1.05	-8.1
CCC1=NN2C(=N)/C(=C/c3ccc(-c4ccccc4C(=O)OC)o3)C(=O)N=C2S1	0.953	3.2
NC(=O)c1ccccc1NC(=O)c1cncc(Br)c1	0.962	-4.0
O=C(c1cc(Cl)ccc1Cl)N1CCCCC1	1.04	4.7
Cc1ccc(-n2[nH]c(=O)c(C=C3C=Nc4ccccc43)c2O)cc1Cl	0.999	0.7
O=C(Nc1nccs1)c1cccc(N2C(=O)c3ccccc3C2=O)c1	1.22*	-40.8
CCc1c(C#N)c(N)nc2sc(C(=O)Nc3ccc(Br)cc3)c(N)c12	1.07	14.7
COc1ccc(S(=O)(=O)N(CCc2ccccc2)CC(=O)Nc2ccccc2OC)cc1	1.03	27.2
COC(=O)c1ccccc1NC(=O)c1cnn2c(C(F)(F)F)cc(-c3ccccc3)nc12	0.648*	-0.6

Of the compounds above, 4 contain bromine.
smiles	Cy5 interf NS3h	HCV NS3h FP
Cc1ccc(C23CC4CC(CC(O)(C4)C2)C3)cc1N=Cc1cc(Br)ccc1O	0.925	-3.0
Cc1[nH]c2ccc(Br)cc2c(=O)c1CCC(=O)O	1.05	-8.1
NC(=O)c1ccccc1NC(=O)c1cncc(Br)c1	0.962	-4.0
CCc1c(C#N)c(N)nc2sc(C(=O)Nc3ccc(Br)cc3)c(N)c12	1.07	14.7

(listing goes on)
smiles	Cy5 interf NS3h	HCV NS3h FP
CCOc1ccc(C(=O)Nc2ccc(N3CCN(C(C)=O)CC3)cc2)cc1[N+](=O)[O-]	0.963	9.4
Cc1ccccc1-n1c(N)c(C#N)c2nc3ccccc3nc21	0.994	23.7
COc1ccc(N2C(=O)NC(=O)/C(=C/c3cc(Cl)c(OCCOc4ccccc4)c(OC)c3)C2=O)cc1	0.912	22.7
CN(C)c1ccc(/C=C/C(=O)c2c(-c3ccccc3)c3cc(Cl)ccc3[nH]c2=O)cc1	0.983	9.9
COc1ccccc1NC(=O)c1ccccc1NC(=O)c1ccccc1Cl	0.985	11.5
COc1cccc(/C=C2/C=C(c3ccc(C)cc3)OC2=O)c1	0.906	8.7
O=C(Nc1ccc(Cl)c(Cl)c1)Nc1nnc(/C=C/c2ccccc2)s1	1.03	3.2
N#Cc1c2c(c(-n3ccnc3)n3c1nc1ccccc13)CCC2	1.02	-0.7
CN1C(=O)C(=Cc2ccc(-c3ccc(Cl)c(C(=O)O)c3)o2)C(=O)N(C)C1=O	1.13	23.0
Cc1cc(C)nc(SCC(=O)N2c3ccccc3-c3c(ssc3=S)C2(C)C)n1	1.16	8.2
O=C1/C(=C\c2cccc(C(F)(F)F)c2)SC(=S)N1c1cccc(Cl)c1	1.08	7.3
CCN1C(=O)/C(=C\c2ccc(OS(=O)(=O)c3ccccc3[N+](=O)[O-])c(OC)c2)SC1=S	0.965	-1.3
Cc1cc(Cl)ccc1OCC(=O)NC1CC(C)(C)NC(C)(C)C1	1.04	2.9
O=C(Cc1ccccc1)Nc1ccc(C(=O)Nc2nccs2)cc1	0.677*	21.3
O=C(/C=C\Nc1ccccc1[N+](=O)[O-])c1ccc2c(c1)OCO2	0.637*	47.6*
Cc1c(C(=O)O/N=C(/N)Cc2cccc3ccccc23)cccc1[N+](=O)[O-]	0.935	15.1
O=C(c1ccccc1)C(Sc1ncn[nH]1)c1ccccc1 (stereo not given)	0.996	-16.4
C=CCS(=O)(=O)Nc1cccc2ccccc12	0.951	2.6
CC(NC(=O)C(=O)Nc1ccccc1F)c1ccccc1 (stereo not given)	0.985	4.1
Cc1ccc(NC(=S)NC(=O)/C=C/c2ccccc2)cc1NC(=O)c1ccccc1	1.05	-6.3
CCOC(=O)CNC(c1ccccc1)c1cc(Br)ccc1NC(=O)OCC (stereo not given)	1.02	5.7
Cc1ccc(-c2nc3ccccn3c2NC(=O)c2ccco2)cc1	1	-2.6
O=C(NC(NC(=S)Nc1cccc(O)c1)C(Cl)(Cl)Cl)c1cccc([N+](=O)[O-])c1 (stereo not given)	0.825	-1.4
C=CCNC(=O)CN(c1ccc(Cl)cc1)S(C)(=O)=O	0.889	4.3
CCCN(CCC)C(=O)c1cnn(-c2ccccc2)c1NC(=O)c1cccc(F)c1	1.05	2.5
Cc1ccc(N2C(=O)CC(NCCc3ccccc3F)C2=O)cc1 (stereo not given)	1.18	8.2
COc1ccc(C2C(=C(O)c3ccccc3)C(=O)C(=O)N2c2nc3ccccc3s2)c(OC)c1 (stereo not given)	0.916	5.9
O=C(Nc1ccc(Cl)cc1)Nc1nnc(-c2ccccc2Br)s1	0.934	5.1
O=C1NC(=O)N(c2ccccc2F)C(=O)/C1=C/c1ccc(O)c(Cl)c1	0.982	29.7
COc1ccc(Br)cc1C(=O)NCCNc1ccc(Cl)cc1[N+](=O)[O-]	0.948	11.8

Profiles, quoted from the list:
`Cc1ccc(-c2nc3ccccn3c2NC(=O)c2ccco2)cc1` is listed with Cy5 interf NS3h = 1; HCV NS3h FP = -2.6
`COc1ccc(Br)cc1C(=O)NCCNc1ccc(Cl)cc1[N+](=O)[O-]` is listed with Cy5 interf NS3h = 0.948; HCV NS3h FP = 11.8
`Cc1ccc(NC(=S)NC(=O)/C=C/c2ccccc2)cc1NC(=O)c1ccccc1` is listed with Cy5 interf NS3h = 1.05; HCV NS3h FP = -6.3

Next section.
smiles	Cy5 interf NS3h	HCV NS3h FP
CC(=O)Oc1cccc(N2C(=O)c3ccc(C(=O)Nc4cccc(C(=O)NCC(C)C)c4)cc3C2=O)c1	0.729*	15.2
COc1ccc(C(=O)Nc2ccccc2)cc1NC(=O)c1ccccc1C	1.02	4.7
CC(Oc1ccc2c3c(c(=O)oc2c1)CCC3)c1ccccc1 (stereo not given)	0.96	19.9
COc1cc(NC(=O)c2ccccc2)c(Cl)cc1NC(=O)c1ccc(Cl)c(Cl)c1	1.04	10.9
O=C(NCc1ccco1)C1CC(=O)N(c2ccc(Br)cc2)C1 (stereo not given)	1.03	1.0
O=C(Nc1ccc(Cl)c(C(F)(F)F)c1)c1ccc(Cl)c([N+](=O)[O-])c1	1.02	2.9
COc1ccc(C(=O)/C=C/Nc2ccccc2O)cc1	0.831	25.3
CCC1CCc2c(sc3nc(SCC(=O)NCCc4ccccc4)n(-c4ccccc4)c(=O)c23)C1 (stereo not given)	0.981	1.6
CC(=O)N1N=C(c2ccccc2)CC1c1ccc([N+](=O)[O-])cc1 (stereo not given)	0.876	-1.4
CC(C)(C)NC(=O)CC12CC3CC(C1)CC(CC(=O)NC(C)(C)C)(C3)C2	1.09	2.2
Cc1ccc(NC(=O)CSc2ccc(Cl)cc2Cl)cc1	1.02	9.0
CCOc1ccc(/C=C2\C(=O)NC(=O)N(c3cccc(Cl)c3)C2=O)cc1Cl	1.03	18.4
O=C(Nc1ccc(-c2nc3ccccc3c(=O)o2)cc1)c1ccccc1F	0.885	-1.6
Cc1ccc(C(O)=C2C(=O)C(=O)N(CCCC(=O)O)C2c2ccc(Br)cc2)cc1 (stereo not given)	1.2*	8.8
OCc1cn(-c2ccccc2)nc1-c1ccccc1	1	4.6
CN1C(=O)/C(=C/c2ccc(-c3ccc(C(=O)O)cc3)o2)SC1=S	1.24*	76.1*
CCC1=NN2C(=N)/C(=C/c3ccc(OCc4ccc(Br)cc4)c(OC)c3)C(=O)N=C2S1	1	0.7
COc1ccc(N2C(=O)C3C4c5ccccc5C(C)(c5ccccc54)C3C2=O)cc1 (stereo not given)	1.04	6.4
c1ccc(NC2=Nc3ccccc3CCC2)cc1	0.972	-5.2
Cc1ccc(C(=O)NC23CCC4CC(CC(C4)C2)C3)cc1	1.06	13.6
COc1ccc(C(=O)Nc2cc(C)nc3ccccc23)cc1OC	0.938	0.9
O=C1NC(=O)C(=Cc2ccc(OCc3cccc4ccccc34)cc2)C(=O)N1	0.926	3.2
CC1(C)CC(NC(=O)C(=O)Nc2ccccc2)CC(C)(C)N1	0.995	1.3
COC(=O)c1ccc(-c2ccc(/C=c3/sc4nc5ccccc5n4c3=O)o2)cc1	0.845	-13.7
Cc1ccc(N(CC(=O)Nc2ccc(Oc3ccccc3)cc2)S(C)(=O)=O)cc1Cl	1.01	15.7
Cc1ccc(CNC(=O)C(=O)Nc2cc(Cl)ccc2C)cc1	0.999	5.1
O=C(Nc1ccc(Cl)c(C(F)(F)F)c1)c1ccccc1Br	0.959	4.6
C=CCOn1c(=O)c(C)[n+]([O-])c2ccccc21	1.08	3.2
Cc1ccc(C)c(NC(=O)/C=C/c2ccc(Cl)cc2)c1	1.12	6.8
CCOC(=O)c1c(NC(=O)C2CCCCC2)sc2c1CCC2	0.981	-3.5

Additional entries
Order of values – Cy5 interf NS3h	HCV NS3h FP
- Cc1[nH]c2ccccc2c1/C=N\Nc1ccc([N+](=O)[O-])cc1
→ 0.965	30.7
- COc1ccc(-c2cc(C(=O)Nc3ccccc3Cl)c3ccccc3n2)cc1
→ 1.01	4.8
- CCO/C(C)=C1\C(=O)N(c2nc3ccccc3s2)N=C1C(F)(F)F
→ 1.1	1.0
- Cc1cccc(Cn2cc(/C=C(\C#N)C(=O)Nc3ccccc3)c3ccccc32)c1
→ 1.01	18.3
- O=C1C2ON(c3ccccc3)C(c3ccc(OC(F)F)cc3)C2C(=O)N1c1ccccc1C(F)(F)F (stereo not given)
→ 1.01	-2.9
- O=C(NC(=S)Nc1ccc2oc(-c3cccnc3)nc2c1)c1ccc(Cl)cc1
→ 0.998	-3.5
- CCN(CC)c1ccc(Nc2nc(-c3sc(C)nc3C)cs2)cc1
→ 0.948	15.3
- COc1ccc(S(=O)(=O)N(CC(=O)Nc2ccc(C(C)=O)cc2)c2ccc(C)cc2)cc1OC
→ 0.914	10.5
- O=C(c1cc2nc(-c3ccccc3)cc(-c3ccccc3)n2n1)N1CCCC1
→ 1	20.8
- COc1cc(CN2CCN(Cc3cccc(OC)c3OC)CC2)c([N+](=O)[O-])cc1OC
→ 0.93	-15.3
- Cc1cccc(NC(=O)/C(C#N)=C\c2cc(C)n(-c3cccc(C)c3C)c2C)c1
→ 0.961	7.7
- Cc1ccc(CNC(=O)C(=O)NCc2cccnc2)cc1
→ 0.979	5.9
- O=C(/C=C/c1cc(Br)cs1)Nc1ccccc1[N+](=O)[O-]
→ 0.967	11.8
- O=c1[nH]c(=O)n(-c2ccccc2Cl)c(O)c1C=C1C=CC=N1
→ 0.95	1.4
- O=C1c2ccccc2NC(c2ccc(Cl)c(Cl)c2)N1Cc1ccccc1 (stereo not given)
→ 0.932	12.4
- CC(C)c1ccc(/C=C(\NC(=O)c2ccccc2)C(=O)NC2CCS(=O)(=O)C2)cc1 (stereo not given)
→ 0.857	9.7
- CCCCN1C(=O)/C(=C\c2ccco2)SC1=S
→ 1.08	9.1
